Assay outcomes as filed in PubChem.
14-3-3g Raf = 14-3-3 gamma protein interaction modulation. P61981. FP, 14-3-3gamma / TMR-pS259-Raf peptide binding. inhibition, % at 40 µM. 0.19% of 160,000 active. AID 422; in the data active means inhibition above about 30%;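 further: 0% = protein plus tracer without compound and 100% = blank with tracer alone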
Target sequence (P61981 whole entry, looked up): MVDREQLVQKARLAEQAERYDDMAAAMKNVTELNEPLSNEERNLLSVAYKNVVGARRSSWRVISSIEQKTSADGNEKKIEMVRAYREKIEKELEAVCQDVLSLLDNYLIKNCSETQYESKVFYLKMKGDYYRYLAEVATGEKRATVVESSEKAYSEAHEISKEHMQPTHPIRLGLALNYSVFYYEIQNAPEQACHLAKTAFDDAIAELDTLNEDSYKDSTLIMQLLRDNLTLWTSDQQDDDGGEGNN
* hit, by the source's call; & = joins results of further samples. Only part of the results is shown (hit frequency here may not be typical).

Compound,14-3-3g Raf
COc1ccc2oc(=O)c3c(c2c1)CC(C(F)(F)F)S3 (stereo not drawn),4
O=C1C(Cc2ccc(O)cc2)NC(=S)N1c1ccccc1 (stereo not drawn),1
CCOC(=O)C1=C(C)NC2=C(C(=O)CC(c3ccc(OC)cc3)C2)C1c1cc(Br)c(O)c(OC)c1 (stereo not drawn),-4
O=C(c1cnc(N2CCN(c3ncccn3)CC2)c2ccccc12)N1CCN(c2ncccn2)CC1,-7
Cc1cccc(N=C2CNC(=O)NC2=O)c1,1
CCc1ccc(-n2c(CCC(=O)O)ccc2-c2ccc(F)cc2)cc1,-20
CC1CCc2c(sc(NC(=O)CSc3nncn3C)c2C#N)C1 (stereo not drawn),6
COc1ccccc1CN1CC(C(=O)O)CC1=O (stereo not drawn),3
CC(C)(C)C(=O)Nc1sc2c(c1C#N)CCCC2,-4
CCOc1ccccc1-n1c(SCC(=O)N2CCCC2)nnc1-c1ccoc1C,5
COc1ccccc1-c1c(C(F)(F)F)oc2cc(OC(C)C(=O)OC(C)C)ccc2c1=O (stereo not drawn),0
CCc1ccc(NC(=O)Cn2c(SC)nc3ccccc32)cc1,1&1
CCOC(=O)c1c(C)[nH]c(C(=O)Cn2nnc(-c3ccccc3Cl)n2)c1C,-7
O=C1CC(N2CCN(Cc3ccc4c(c3)OCO4)CC2)C(=O)N1CC(c1ccccc1)c1ccccc1 (stereo not drawn),-13
COc1cc(CN2CCN(Cc3ccc(SC)cc3)CC2)cc2c1OCO2,-8
COc1ccc(-c2nc3ccccc3o2)cc1NC(=O)COc1ccc(C(C)(C)C)cc1,-116
COc1cccc(-c2ccc3c(N)c(C(=O)Nc4ccc(Br)cc4C)sc3n2)c1,8
COc1ccc(-n2nc3c(c2NC(=O)C2(c4ccc(Cl)cc4)CCCC2)CSC3)cc1,-4
CC1CCN(CCc2nc3cc(NS(=O)(=O)c4ccc(F)cc4)ccc3n2C)CC1,-6
O=C(C1c2ccccc2Oc2ccccc21)N1CCN(CC=Cc2ccccc2)CC1,-3

The list goes on:
Compound,14-3-3g Raf
COC(=O)c1cc(OC)c(OC)cc1NC(=O)c1ccoc1C,-6
O=C(NCCN1CCCC1)C1CCC(CNS(=O)(=O)c2ccccc2)CC1 (stereo not drawn),-4
O=S(=O)(NC1CCCc2ccccc21)c1ccc2nc(-c3ccccc3)[nH]c2c1 (stereo not drawn),-27
O=C(O)CSc1nc2cc(Cl)ccc2s1,-4
Cc1nc(N2CCN(c3ccccc3)CC2)c2c3c(sc2n1)CCC3,3
Cc1cc(C)c2c(n1)nn1c(NCCN3CCOCC3)cc(C)nc21,-1
O=C(CN1C(=O)C2C3C=CC(C3)C2C1=O)Nc1ccc(Cl)cc1 (stereo not drawn),-3
Cc1cc(C(=O)CSc2nnc(-c3ccccc3)n2C)c(C)n1C,-4
O=C(NCCO)C1CC(=O)N(c2ccccc2)C1 (stereo not drawn),-4
COc1ccc(N2CCN(C(=O)c3cn(C4CCCC4)c(=O)c4c3c3ccccc3n4C)CC2)cc1,-10
COc1ccccc1N1CCN(C(=O)c2cn(C)c(=O)c3c2c2ccccc2n3C)CC1,1
COc1ccc(C2(C(N)=O)CCCCC2)cc1OC,2
Cc1nc(SCC(=O)N2CCN(c3ccccc3)CC2)c2c(=O)n(C)c(=O)n(C)c2n1,-4
COc1ccc(C)cc1NC(=O)c1ccc2c(c1)OCO2,-23
CCOc1ccc(NC(=O)CNS(=O)(=O)c2cccs2)cc1,-9
O=S(=O)(NCc1cn2ccsc2n1)c1ccc2c(c1)OCCO2,-5
Cc1csc(SCC(=O)N2CCN(S(=O)(=O)c3ccccc3)CC2)n1,5
Cc1ccc(C2CC(C(F)(F)F)n3nc(C(=O)NCC(C)C)c(Cl)c3N2)cc1 (stereo not drawn),13
C=CCOC(=O)C1=C(C)Nc2[nH]c(=O)[nH]c(=O)c2C1c1ccc(F)cc1 (stereo not drawn),-24
Cc1cccc(NC(c2ccc(F)cc2)c2ccc3cccnc3c2O)n1 (stereo not drawn),-4

The final four entries of the section before lead into the next.
Compound,14-3-3g Raf
Cc1csc(SCC(=O)N2CCN(S(=O)(=O)c3ccccc3)CC2)n1,5
Cc1ccc(C2CC(C(F)(F)F)n3nc(C(=O)NCC(C)C)c(Cl)c3N2)cc1 (stereo not drawn),13
C=CCOC(=O)C1=C(C)Nc2[nH]c(=O)[nH]c(=O)c2C1c1ccc(F)cc1 (stereo not drawn),-24
Cc1cccc(NC(c2ccc(F)cc2)c2ccc3cccnc3c2O)n1 (stereo not drawn),-4
CC(C)N(C)C1CCN(S(=O)(=O)c2ccc([N+](=O)[O-])cc2)CC1,-6
COc1ccccc1-n1nc(C(=O)Nc2ccc(Oc3ccccc3)cc2)c2ccccc2c1=O,2
CCOc1ccc(-c2cc(C(=O)NCC3CCCO3)c3ccccc3n2)cc1 (stereo not drawn),-6
Cc1c(Cl)cccc1Nc1nc(-c2cccs2)cs1,-14
CCOc1cc2[nH]c(=S)n(CCC(=O)N3CCN(c4ccccn4)CC3)c(=O)c2cc1OCC,1
O=C(Nc1ccc2nsnc2c1)c1cccs1,-10&-9
N#Cc1c(C(F)(F)F)cc(-c2ccco2)nc1SCc1ccccn1,-22
CN1CCN(CC(=O)N2c3ccccc3C(=O)Nc3cccnc32)CC1,-3&-7
CC(=O)c1ccc(O)c2nsnc12,0
CCOC(=O)c1ccc(NC(=O)CSc2nnc(CNC(=O)c3ccccc3F)o2)cc1,-4
CCC(C)(C(=O)NC1CCCC1)N(Cc1cccs1)C(=O)Cc1cccs1 (stereo not drawn),0
Cn1c(SCC(N)=O)nnc1C1CCN(C(=O)NC2CCCCC2)CC1,4
O=C(Cn1c(=O)n(Cc2ccccc2)c(=O)c2ccccc21)OCc1ccccc1,-3
COc1ccc(-c2coc3c(C)c4oc(=O)c5ccccc5c4cc23)cc1,-39
Cc1ccc(S(=O)(=O)NCC(=O)N(CC(=O)NC2CCCC2)c2ccc3c(c2)OCCO3)cc1,-3
CCn1cc(C(=O)N(CCCN2CCOCC2)Cc2ccco2)c(=O)c2ccc(C)nc21,6
CCOC(=O)C1=C(C)Nc2nc3ccccc3n2C1c1cc(Cl)ccc1OC(F)F (stereo not drawn),-5
O=C(O)CCC(=O)Nc1ccn(Cc2ccc(Cl)cc2)n1,3
Cc1ccc(-n2c(C)cc(C(=O)O)c2C)cc1,-12
Cc1cc(C)c2[nH]c(=O)c(CN(CC3CCCO3)C(=O)c3cnccn3)cc2c1 (stereo not drawn),-4

The list continues.
Compound,14-3-3g Raf
Cc1csc(NC(=O)C2C3C=CC(O3)C2C(=O)O)n1 (stereo not drawn),9
NC(=O)CSc1nnc(-c2cccnc2)n1CCc1ccccc1,-4
FC(F)(F)c1cccc(N2CCN(c3ncnc4sc5c(c34)CCCC5)CC2)c1,1
CC(C)C(NC(=O)c1ccc(C23CC4CC(CC(C4)C2)C3)cc1)C(=O)NCC1CCCO1 (stereo not drawn),-2
Cc1cc(Cl)c(S(=O)(=O)Nc2ccc3c(c2)OCO3)cc1OCC(N)=O,-2
COc1ccc2cc3cc(C(=O)NCc4cc(Br)ccc4OC)sc3nc2c1,2
Cn1ccnc1SCC(=O)c1cc2c(ccc3ccccc32)oc1=O,-33
Cc1ccccc1OCCNc1ccc(C(F)(F)F)cc1[N+](=O)[O-],-5
CCOC(=O)CCNC(=O)c1cncc(O)c1,-3
CC(=O)Nc1nc(NC(C)=O)n(-c2ccccc2)n1,-1
Cc1ncc(CO)c2cc(C(=O)Nc3ccccc3F)c(=Nc3ccc4c(c3)OCO4)oc12,-17
CCC(=O)N1CCc2cc(Br)cc(S(=O)(=O)N3CCN(c4ccc(C)cc4)C(C)C3)c21 (stereo not drawn),-16
CCOC(=O)c1ccc(NC(=O)C(C)NS(=O)(=O)c2ccc(OC)cc2)cc1 (stereo not drawn),-31
Cn1c2ccccc2c2c(C(=O)N3CCN(c4ccccn4)CC3)cn(C3CCCC3)c(=O)c21,-6&3
COc1ccc(-c2cc3ccccc3n2CC(O)CN2CCN(CCO)CC2)cc1 (stereo not drawn),0
COc1cccc(-c2nc(CS(=O)(=O)CC(=O)NCc3ccc(Cl)cc3)c(C)o2)c1,5
Cc1ccc(NC(=O)c2c([N+](=O)[O-])cnn2C)c(C)c1,-56
N#CCCn1ccc(NC(=O)c2ccc(Cl)cc2)n1,2
Cc1sc2nc(SCC(=O)N3CCCC3)[nH]c(=O)c2c1C,0
Oc1ccc(Cl)cc1-c1cc(C(F)(F)F)[nH]n1,-10

Next structures.
Compound,14-3-3g Raf
C=CCN(C(=O)CN(C)S(=O)(=O)c1cccc2nsnc12)c1ccccc1,0
CCCn1c(SCC(=O)NC(C)(C)C)nnc1C(C)C,-3
CN(C)CCNC(=O)CSc1cc(=O)n(C)c2ccccc12,-4
N#CCCN1C(=O)C(=O)c2ccccc21,-1
NS(=O)(=O)c1ccc(N=Cc2ccc3c(c2)OCO3)cc1,7
CCOc1ccc2c(c1)C(C)=CC(C)(C)N2C(=O)Nc1ccc(Cl)cc1,1
CCOC(=O)c1nn(-c2ccccc2)c(=O)c2c(NC(=O)c3ccc(OC)cc3OC)scc12,-2
N#Cc1sc2nc3c(cc2c1N)CCCC3,-1
CCC(C)C(=O)Nc1nnc(-c2cccs2)s1 (stereo not drawn),-11
Nc1c(C(=O)N(c2ccccc2)c2ccccc2)sc2[nH]c(=O)c(C(=O)O)cc12,-44
Cc1ccc(-n2c(SCC(=O)N3CCOCC3)nnc2-c2cccnc2)cc1,-4
COc1cc(C2C(C#N)=C(N)Oc3c2oc(CO)cc3=O)ccc1OC(C)C (stereo not drawn),4
COc1cc(NS(=O)(=O)c2ccc(NC(=O)c3ccc(Br)o3)cc2)nc(OC)n1,-12
Cc1nn(-c2ccccc2)c(Cl)c1C1C(C#N)=C(N)OC2=C1C(=O)CC(C)(C)C2 (stereo not drawn),-4
Ic1ccc(Nc2nc(-c3ccc(I)cc3)cs2)cc1,-11
Cc1ccc(C)n1-c1cccc(NC(=O)CCn2c(=S)oc3ccccc32)c1,-107
CCOCC(=O)NCCNC(=O)C1COc2ccccc2O1 (stereo not drawn),4
O=C(CSc1nccn1-c1ccc(F)cc1)Nc1nc2ccccc2s1,-7
COCn1c(-c2ccc(OC)c(OC)c2)nc2ccccc21,1
O=C(O)c1csc(Br)c1Br,0

Additional records.
Compound,14-3-3g Raf
O=C1C(=O)N(CCCN2CCOCC2)C(c2cccnc2)/C1=C(\O)c1ccc(Cl)cc1 (stereo not drawn),0
C=CCN1C(=S)NC2CC1(C)Oc1c(OC)cccc12 (stereo not drawn),3
Cc1ccc(NC(=O)COC(=O)Cn2c(C)csc2=O)cc1C,1
O=C(NCCC1=CCCCC1)C1CCN(S(=O)(=O)c2cccc3cccnc23)CC1,5
O=C(Cn1ccc2ccccc2c1=O)Nc1cnc2ccccc2c1,-8
CC(C)c1ccc(S(=O)(=O)Nc2ccc3oc(=O)sc3c2)cc1,-7
COc1cc(S(=O)(=O)N2CCN(C)CC2)ccc1Cl,-4
COCc1nc2ccccc2n1Cc1ccc(Cl)cc1,-1
CC(Oc1ccccc1)C(=O)Nc1ccc(S(=O)(=O)NCC2CCCO2)cc1 (stereo not drawn),-7
CCCC12CN3CC(C)(CN(C1)C3c1ccc(C(C)C)cc1)C2=O (stereo not drawn),-1
Fc1ccccc1CN1CCN(CC2CC=CCC2)CC1 (stereo not drawn),-3
CCSc1nnc(NC(=O)c2ccc3c(c2)OCO3)s1,-8
COc1cc(C(=O)NCCn2ccc3ccccc32)cc(OC)c1OC,-11
Cc1cnn(-c2nc(-c3ccco3)cc(C(F)(F)F)n2)c1,-6
COc1cc(OC)c(C(=O)Nc2ccc(N(C)C)cc2)cc1OC,0
CC(C)N(Cc1ccccc1)C(=O)c1cc2c(=O)n3ccccc3nc2s1,-7
Cc1[nH]nc2c1C(c1ccccc1)CC(=O)N2 (stereo not drawn),0
CS(=O)(=O)N(CCc1ccccc1)CC(=O)N1CCN(c2ccccc2)CC1,-3
Cc1ccc(O)c(-c2cc(C(=O)NCc3ccncc3)[nH]n2)c1,-5
CCOC(=O)C1C(=O)CC(C)(O)C(C(=O)OCC)C1c1ccc(C)s1 (stereo not drawn),-2

Next part
Compound,14-3-3g Raf
O=C(NC12CC3CC(CC(C3)C1)C2)c1ccccc1Oc1ccc(C(F)(F)F)cc1[N+](=O)[O-],-3
C[C@@](Cc1ccc(O)c(O)c1)(NN)C(=O)O,-1
O=C(CSc1nc(-c2ccccc2)c(-c2ccccc2)o1)Nc1nccs1,-3
Cc1cc(OCC(=O)NCCN2CCOCC2)ccc1Br,-4
O=S(=O)(Nc1nc2ccccc2nc1NCc1ccco1)c1ccccc1,-4
CCOC(=O)c1c(NC(=O)c2ccc(Br)o2)sc(C)c1CC,-18
O=C(NCCCN1CCOCC1)c1c(F)cccc1F,2
COc1ccc(C2C(C(=O)N3CCCCCC3)CCC(=O)N2c2cc(OC)c(OC)c(OC)c2)cc1 (stereo not drawn),-7
Cc1ccc(C2C=C(c3ccc(Cl)cc3)Nc3nc(N4C(=O)c5ccccc5C4=O)nn32)cc1 (stereo not drawn),7
C/C(N)=C(/C#N)C(=O)CSc1nnc(Nc2c(C)cccc2C)s1,-38

Reformatted with values ahead of the structure: entries from further up
14-3-3g Raf	mol
2	O=C(NCCCN1CCOCC1)c1c(F)cccc1F
-1	C[C@@](Cc1ccc(O)c(O)c1)(NN)C(=O)O
7	Cc1ccc(C2C=C(c3ccc(Cl)cc3)Nc3nc(N4C(=O)c5ccccc5C4=O)nn32)cc1 (stereo not drawn)
-4	Cc1cc(OCC(=O)NCCN2CCOCC2)ccc1Br
